P. falciparum M1AAP = P. falciparum M1AAP inhibitors, biochemical, fluorogenic H-Leu-NHMec substrate, 1536-well (AID 1445); Aminopeptidase N (Plasmodium falciparum (isolate 3D7)); recombinant M1AAP, H-Leu-NHMec fluorogenic kinetic assay; higher % means a stronger effect; inhibition, % at 30 µM; hits with a dose series show IC50 in µM; 220,000 compounds, 0.42% hits;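 active = primary inhibition above the hit cutoff, then over 50% inhibition at one or more dose response concentrations, cut at about 23% in these data, passing the limit was not always enough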;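 note: plate controls were DMSO full reaction for no effect and no enzyme background for full effect; strong numbers were not always called active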
K1F lysis inhibition = inhibition of K1F phage lysis, E. coli UTI89, bacterial capsule biogenesis inhibitors, alamar blue (AID 488966) | E. coli UTI89 K1F phage lysis, alamar blue, 2 h; higher % means a stronger effect | inhibition, % at 100 µM, or IC50 in µM where a hit was titrated | 340,000 compounds, 0.02% hits;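 active = phage lysis inhibition, versus mean bacterial control, above a set limit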;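 note: capsule biogenesis inhibitors block K1F phage lysis so surviving cells raise fluorescence; higher fluorescence means more inhibition of phage lysis; actives were called in the ten point dose series up to 300 µM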
MT stabilizer = microtubule stabilizers in HeLa cells, primary screen, imaging, high-content imaging | HeLa tubulin immunostaining HCS, 24 h; share of cells brighter than vehicle mean+2SD | 200,000 compounds, 0.83% hits | AID 2205, 2009 | % tubulin-high responders, % at 10 µM;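 active = plate Z-score above 3 for both tubulin-high and condensed-nucleus cell shares, with cell loss under 80%, at 10 µM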;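 note: anti alpha tubulin signal scored within the nucleus-defined area of each cell; some results filed as inactive read as strong as hits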
Insulin prom up = insulin promoter activators in MIN6 cells, imaging, high-content screening, mouse beta cells; 190,000 compounds, 0.3% hits; MIN6 insulin promoter-GFP reporter; stronger effect = higher value; z-score at 5 µM; AID 1625, 2009;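 active = z-score above 3 at 5 µM with at least 500 cells counted in the well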
Dynein cargo inh = inhibitors of GR-EGFP nuclear translocation, primary screen, dynein cargo transport inhibitor project, imaging, high-content, 3617.4 mouse cells; test concentration mostly 20 µM; stimulated with dexamethasone, 1 µM; stronger effect = lower value; z-score, hits read low; 220,000 compounds, 0.47% hits; AID 1381, 2008;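 active = plate z-score of nuclear minus cytoplasmic receptor signal below a set negative limit, without overly bright fluorescence or cell loss, cut at about -3.5 in these data, passing the limit was not always enough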;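 note: z-score of nuclear minus cytoplasmic ring GR-EGFP intensity difference per well; some compounds called inactive have numbers as strong as hits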
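Medium: Induction medium lacking tetracycline, stripped serum | Probe or stimulus: 1.0 µM final dexamethasone stimulus | Schedule: 48 h induction, then 1 h compound, then 30 min agonist, 37 °C | Signal: Automated 10x imaging of fixed Hoechst-stained cells | Evaluation: Per-cell GR-EGFP intensity, nucleus versus surrounding cytoplasmic ring, well-averaged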
M17LAP inhibition = P. falciparum M17LAP inhibitors, primary screen, biochemical, fluorogenic H-Leu-NHMec substrate, 1536-well (AID 1619); recombinant M17LAP, H-Leu-NHMec fluorogenic kinetic assay; higher % means a stronger effect; inhibition, % at 30 µM; hits with a dose series show IC50 in µM; 220,000 compounds, 0.38% hits;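 active = compound inhibiting the enzyme by more than half at any dose during confirmatory dose-response retesting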;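 note: plate controls were full reaction with DMSO carrier for no effect and no enzyme background for full effect; strong numbers were not always called active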
ER stress rescue = rescue of cells from ER stress-induced death, primary screen, 384-well, CSM14.1, thapsigargin, ATP luminescence (AID 1222); 190,000 tested, under 10 active; CSM14.1 thapsigargin-induced death rescue, ATP luminescence; higher % means a stronger effect; one-dose cellular ATP content (survival), % at 20 µM; EC50 in µM for titrated hits;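 active = EC50 below 50 µM in the dose-response confirmation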;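 note: death triggered by thapsigargin at about 15 µM added after 2 h compound pretreatment; cell ATP read after overnight thapsigargin exposure of roughly 18 to 22 hours; normalized against plate controls of thapsigargin alone and 5% DMSO vehicle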
bCat nuc transl = modulators of beta-catenin nuclear translocation, primary screen, imaging, HeLa cells, immunofluorescence, high-content | nuclear translocation activity, % at 5 µM | 190,000 compounds, 0.3% hits | AID 1665, 2009;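 active = nuclear translocation activity above 50% at 5 µM, with a well cell count of 50 or more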;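 note: per-cell ratio of nuclear to cytoplasmic median beta-catenin stain intensity; plate controls were DMSO negative control for no effect and GSK-3 inhibitor IX positive control for full effect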
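Test system: human HeLa cells, endogenous beta-catenin. Times: 24 h compound exposure, 37°C. Measured by: beta-catenin immunofluorescence imaging with DAPI.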
Autophagy HCS = autophagy modulators in MEF cells, primary screen, imaging, high-content, MEF GFP-LC3; MEF GFP-LC3 puncta imaging; test concentration mostly 10 µM; calls only at 10 µM (by protocol); 190,000 compounds, 0.98% hits;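 active = percentage of spot-positive cells more than 3 SD above its plate mean, without a fluorescence outlier flag or 80% toxicity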;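 note: spot-positive cell cutoff set from DMSO-treated cells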
Dynein cargo inh cytoplasmic EGFP = recorded beside Dynein cargo inh, whose call it bears; z-score; measured here: cytoplasmic GR-EGFP intensity; stronger effect = higher value
Dynein cargo inh nuclear GR-EGFP = second read-out of Dynein cargo inh, no call of its own (marks repeat the call); z-score; measured here: nuclear GR-EGFP intensity;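 lower value marks the stronger effect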
Dynein cargo inh cell count = also measured in Dynein cargo inh; calls as there; z-score; measured here: cell count per field
Insulin prom up cell count = further read-out of Insulin prom up, marked with its call; cell count; measured here: cytotoxicity, nuclei count;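 total cells summed across four imaged fields per well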
bCat nuc transl cell count 5 µM = further read-out of bCat nuc transl, marked with its call; cell count; measured here: cell count, cytotoxicity flag
MT stabilizer Hoechst-high % = recorded beside MT stabilizer, whose call it bears; % Hoechst-high responders; measured here: nuclear condensation Hoechst responders;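 share of cells brighter than vehicle mean plus two SD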
MT stabilizer cytotoxicity % = also measured in MT stabilizer; calls as there; toxicity, %; measured here: cytotoxicity by cell density;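 0% = mean cell density of plate MIN control wells and 100% = no cells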
Autophagy HCS cell loss 18 h = also measured in Autophagy HCS; calls as there; toxicity, %; measured here: cell loss, nuclei count;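 cell loss after 18 h compound exposure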
An asterisk follows results filed as active; i = inactive; nt = no result given; [ ] = dose if it differs, or a comment.

SMILES	P. falciparum M1AAP	K1F lysis inhibition	MT stabilizer	MT stabilizer Hoechst-high %	MT stabilizer cytotoxicity %	Insulin prom up	Insulin prom up cell count	Dynein cargo inh	Dynein cargo inh cytoplasmic EGFP	Dynein cargo inh nuclear GR-EGFP	Dynein cargo inh cell count	M17LAP inhibition	ER stress rescue	bCat nuc transl	bCat nuc transl cell count 5 µM	Autophagy HCS	Autophagy HCS cell loss 18 h
COc1ccc(CC(=O)N2CCN(c3ccccn3)CC2)cc1OC	2.5%	1.2%	3.8	1.8	4.4	-0.16	1282	-0.474	-0.23	-0.272	0.0253	-6.3%	-1.0%	0.4	1006	i	2.2
O=c1cc(CSc2nnc(NC3CCCCC3)s2)nc2sccn12	-4.7%	-0.3%	3.3	2.2	4.2	-0.43	1339	0.151	-0.257	-0.329	0.919	18.7%	-0.1%	2.1	1057	i	-14.0
Cn1c(N)c(C(=O)COC(=O)c2cnc(Cl)c(Cl)c2)c(=O)n(C)c1=O	5.9%	0.4%	1.7	1.5	10.1	-0.99	1266	0.414	-0.132	0.308	-0.991	8.4%	0.0%	-0.7	1055	i	15.7
C/C(=N/NC(=O)C(O)(c1ccccc1)c1ccccc1)c1ccc([N+](=O)[O-])o1	10.4%	-1.0%	3.8	3.5	0.5	-0.45	893	-0.525	-0.293	-0.244	0.15	14.4%	-1.1%	3.3	1105	i	6.4
O=C1c2ccccc2C(=O)N1CN(C(=O)COc1ccccc1)c1ccccc1	-2.8%	0.6%	2.3	2.0	8.2	0.99	1533	0.124	-0.158	0.38	0.164	2.3%	-2.5%	0.0	1344	i	-14.9
Cc1c(C(=O)NCc2cccs2)oc2ccc(Br)cc12	6.2%	0.2%	1.8	1.0	5.9	-0.57	987	2.85	0.575	2.38	-2.12	2.4%	-0.9%	-2.7	1209	i	23.0
Nc1nc(SCc2ccccc2)n[nH]1	0.6%	-1.6%	nt	nt	nt	0.23	1464	-0.288	-0.292	-0.204	0.901	-2.2%	nt	-2.4	1157	nt	nt
CC(C)(C)OC(=O)N1CCC(C(N)=O)CC1	-1.1%	0.7%	3.4	2.4	8.9	0.26	1508	-0.0926	-0.199	0.206	-0.117	-7.1%	nt	-0.8	1109	i	-7.1
COc1ccc(OC)c(S(=O)(=O)N2c3ccccc3CC2C)c1 (stereo unspecified)	8.1%	5.8%	3.4	1.6	4.0	nt	nt	-0.442	-0.188	-0.315	0.867	2.6%	-0.5%	-0.7	1118	i	1.2
COc1ccccc1N(CC(N)=O)S(=O)(=O)c1ccc(C)cc1	6.9%	-0.3%	1.7	1.8	12.6	-0.03	1547	-0.736	-0.204	-0.243	0.183	-0.2%	0.5%	-1.2	1015	i	-1.2
CC(=O)N1CCC(C(=O)Nc2ccccc2)(N(Cc2ccccc2)C(=O)c2cccnc2)CC1	0.0%	0.8%	3.7	1.9	6.6	0.72	1170	-1.35	-0.23	-0.374	1.18	-11.4%	-1.6%	-0.7	842	i	9.7
C=CCOC(=O)C1=C(C)NC(C)=C(C(=O)OCC=C)C1c1cccs1	5.1%	1.3%	2.2	1.7	1.8	-1.25	1274	0.991	-0.0409	1.15	-0.774	-5.8%	-0.4%	0.8	1400	i	12.0
COC1=C(OC)C(=O)C(CCCCCCCCCCO)=C(C)C1=O	-4.4%	nt	nt	nt	nt	0.36	1419	nt	nt	nt	nt	-2.4%	17.8%	0.8	1029	nt	nt
COC(=O)c1ccc(-n2c(C)cc(C(=O)CSc3ccc(NC(C)=O)cc3)c2C)cc1	3.3%	-0.7%	2.0	2.7	10.1	-0.02	1335	0.0214	-0.241	0.144	-0.0641	2.9%	-2.8%	-1.4	1090	i	12.3
NC(=O)C1CCN(C(c2ccccc2F)c2nnnn2Cc2ccco2)CC1 (stereo unspecified)	4.9%	0.3%	3.6	3.0	8.7	-0.17	1586	1.17	-0.212	0.501	-0.809	1.1%	-0.7%	0.4	1366	i	8.5
CC(C)CC1(C)NC(=O)N(CCN2C(=O)c3ccccc3C2=O)C1=O (stereo unspecified)	-0.3%	1.8%	2.4	1.5	4.8	0.6	1361	-0.64	-0.214	-0.242	-0.0921	13.5%	-0.1%	-6.0	1041	i	-2.1
O=c1cc2c(nn1Cc1cccc([N+](=O)[O-])c1)-c1ccccc1CC2	4.3%	0.0%	3.8	1.2	8.3	-0.18	1660	0.641	-0.17	0.141	-1.55	-2.5%	1.8%	0.2	1063	i	2.4
COc1ccc(CNC(=O)C2CC(c3cc(C(F)(F)F)cc(C(F)(F)F)c3)=NO2)cc1 (stereo unspecified)	-3.1%	4.6%	nt	nt	nt	-0.09	598	2.19	-0.51	1.21	-1.64	-2.6%	nt	1.2	1023	nt	nt
CCCCN(CC)CCCNC(=O)CN1C(=O)CSc2ccc(S(=O)(=O)N3CCOCC3)cc21	2.7%	i	2.5	2.1	7.6	0.09	1299	0.0706	-0.269	-0.0484	0.16	-9.2%	-1.5%	-1.1	1121	i	3.3
CCCCCCCCCCCC(=O)NC(Cc1ccc(OC)c([N+](=O)[O-])c1)C(=O)O (stereo unspecified)	6.0%	3.7%	nt	nt	nt	-0.25	1185	-0.441	-0.271	0.201	0.82	10.2%	nt	0.4	1253	nt	nt
COc1ccc(/C=N/NC(=O)c2[nH]c3ccc(Br)cc3c2-c2ccccc2)c(C(=O)O)c1OC	65.3µM*	0.1%	nt	nt	nt	0.3	1056	-1.05	0.113	-0.152	1.32	31.9%	nt	0.8	1301	nt	nt
Cn1cc(S(=O)(=O)Nc2ccc(Br)cc2F)c(=O)n(C)c1=O	-1.0%	3.8%	1.4	3.4	6.3	0.76	908	-0.599	-0.166	-0.323	0.115	29.5%	-0.8%	0.8	1169	i	-3.7
C=CCS(=O)(=O)N1CCCC(C(=O)c2cccc(Cl)c2)C1 (stereo unspecified)	2.6%	0.0%	2.8	1.5	0.5	-0.47	1444	0.896	-0.344	-0.28	1.18	-9.5%	0.8%	-2.2	1086	i	-4.8
CNC(=S)N(Cc1ccc(OC)cc1)C1CC(=O)N(c2ccc(OC)cc2)C1=O (stereo unspecified)	2.5%	1.3%	1.6	0.6	1.3	-0.08	1284	nt	nt	nt	nt	-1.6%	-0.4%	-0.6	1180	i	-7.7
C=C(C)c1cccc(C(C)(C)NC(=O)NCCN(CC)CC)c1	-5.2%	0.5%	6.1	3.2	7.5	1.15	1356	0.846	0.0775	0.704	-0.296	-6.2%	-3.0%	-1.1	1176	i	6.4

Further results follow:
SMILES	P. falciparum M1AAP	K1F lysis inhibition	MT stabilizer	MT stabilizer Hoechst-high %	MT stabilizer cytotoxicity %	Insulin prom up	Insulin prom up cell count	Dynein cargo inh	Dynein cargo inh cytoplasmic EGFP	Dynein cargo inh nuclear GR-EGFP	Dynein cargo inh cell count	M17LAP inhibition	ER stress rescue	bCat nuc transl	bCat nuc transl cell count 5 µM	Autophagy HCS	Autophagy HCS cell loss 18 h
Cc1ccc(OCC(=O)N2CCN(C(=O)CCC3CCCC3)CC2)cc1	57.3µM*	0.0%	1.7	1.6	8.3	-1.21	1230	-0.379	-0.22	-0.115	-0.216	8.5%	5.8%	0.5	1058	i	-5.9
CCOc1ccc2nc(NC3=NC(C)(C)C=C(C)N3)nc(C)c2c1	4.8%	-1.2%	2.4	1.6	1.0	-3.06	941	1.28	-0.113	1.36	-0.643	-6.6%	-1.9%	-1.2	1151	i	5.2
Cc1cc(F)ccc1NCc1ccncc1	-1.2%	7.5%	3.0	2.6	10.9	-0.21	1009	0.649	-0.194	0.558	0.861	-3.1%	0.6%	0.7	1199	i	6.4
C/C(=C\C(=O)c1cccnc1)Nc1ccc(C)c(C)c1	2.1%	1.8%	3.1	2.6	5.9	0.72	1178	-0.979	-0.305	-0.297	1.64	1.4%	1.2%	-2.5	958	i	-6.9
O=C1NC(=S)N/C1=C/c1ccc(Oc2ccc(C(F)(F)F)cc2[N+](=O)[O-])c(Cl)c1	3.7%	1.0%[50 µM]	4.2	2.4	7.0	0.14	1247	0.0338	-0.0618	-0.0591	-0.595	-8.3%	-1.1%	-6.1	1114	i	12.3
Fc1cccc(Cl)c1Cn1nnc2c(-n3ccnc3)ncnc21	2.4%	6.3%	4.4	3.2	7.0	-0.69	995	-1.03	-0.289	0.0889	0.777	-6.6%	0.9%	2.1	1147	i	30.8
O=C(O)/C=C\C(=O)Nc1ccccc1C#Cc1ccc(Br)cc1	7.1%	10.4%	0.9	1.9	12.4	0.31	1743	-0.733	-0.156	-0.755	0.0521	24.2%	-0.2%	-1.6	1090	i	-1.9
CC(C)(C)NC(=O)NC(=O)CN1CCc2ccccc21	2.8%	0.2%	3.3	2.0	10.0	-0.4	1269	1.61	0.24	1.33	-1.28	1.8%	-11.9%	-0.6	1150	i	17.6
CN(C(=O)CSc1nnnn1-c1ccccc1)C1CCCCC1	3.0%	4.7%	2.6	1.9	4.7	-0.28	1102	-0.926	-0.213	-0.451	1.69	4.2%	1.4%	-4.5	1012	i	0.2
COc1ccc(Cc2nnc(SC)[nH]c2=O)cc1	12.1%	0.3%	1.7	1.1	8.1	-0.25	827	-0.299	0.213	-0.186	0.508	4.8%	-0.6%	-4.2	1092	i	-2.4
O=C(O)CCc1ccc(-c2ccc(Br)cc2)n1CC(=O)O	13.4%	0.2%	3.3	2.6	7.2	0.12	1390	0.209	-0.204	0.177	0.815	7.0%	-1.5%	-0.6	1029	i	-9.6

Screens as filed in PubChem.
